Screens as filed in PubChem.
HSP90 refold inh: blocks HSP90-mediated luciferase refolding in reticulocyte lysate. actives 0.91% (n = 290,000). inhibition, % at 5.6 µM. Rabbit reticulocyte lysate, luciferase refolding luminescence, 3 h;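 active = inhibition above the screen-wide mean plus 3 SD, computed separately per campaign, cut at about 16% in these data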;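 also: 0% = DMSO wells and 100% = 60 µM geldanamycin wells; inhibitors lower the luminescence because luciferase stays unfolded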
KLF5 inhibitor: kruppel-like factor 5 inhibition. DLD-1 KLF5 promoter-luciferase reporter, luminescence. inhibition, % at 5 µM. actives 0.23% (n = 290,000). AID 1700;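 active = inhibition above a per-plate limit of that plate's mean compound inhibition plus 3 SD, cut at about 60% in these data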;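 also: 0% = DMSO wells and 100% = LY294002 at 200 µM; higher means less KLF5 promoter-driven luciferase light; inactives centre near -14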
Platelet DG rel: modulates dense granule release in human platelets; human platelet-rich plasma, SFLLRN dense granule ATP release, luminescence; inhibition, %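 (compounds screened at 7.5 µM in platelet-rich plasma)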; actives 0.22% (n = 300,000);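 active = mean replicate score, as percent of positive control, at or above 50; inconclusive = mean below 50 but at least one replicate at or above 50; inactive = mean and every replicate below 50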
HSF-1 act: increases HSF-1 driven luciferase reporter signal; actives 1.7% (n = 300,000); AID 504408; NIH3T3-HGL HSF-1 luciferase reporter, MG132, 8 h; 100% = twice DMSO control signal; activation, % at 9 µM;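 active = mean replicate activation of at least 50% with a set share of replicates each reaching 50%; inconclusive = only one of those two conditions met; inactive = mean below 50% and too few replicates reaching it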;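 also: 0% = median of the neutral control wells and 100% = twice that signal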
HIF act: HIF pathway transcriptional activation; U2OS HRE-luciferase reporter, luminescence; normalized: DMSO 0%, desferrioxamine 100%; activation, % at 7.5 µM (by protocol); actives 0.32% (n = 300,000);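 active = mean activation of at least 10% of the iron chelator positive control signal, with at least half of replicates also reaching 10%; inconclusive = mean and replicate majority disagree about reaching 10%; inactive = mean and most replicates under 10%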
aSyn 5UTR inh: 5' untranslated region of α-synuclein, MLPCN primary screen. AID 1813. alpha-synuclein 5'UTR reporter, inhibitor activity. actives 0.82% (n = 300,000). inhibition, % (tested at 7.5 µM); in the data active = inhibition above about 60%; inconclusive = no clear call, values can overlap the other calls;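 also: H4 neuroglioblastoma cells stably carrying SNCA 5'UTR luciferase fusion; 0% = DMSO wells and 100% = positive control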
HSF1 inh: HSF1 inhibition | NIH3T3-HGL HSE-luciferase, MG132-induced, luminescence 8 h; hits give low values | activity change, negative = inhibition, % at 7.5 µM (by protocol) | actives 0.77% (n = 300,000);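 active = more than half of replicate wells show activity change below -50%, luminescence cut by over half; inconclusive = some wells, but at most half, below -50%; inactive = no replicate well below -50%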;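 also: luciferase reports HSF-1 transcriptional activity via heat shock element; 0% = median of DMSO wells and -100% = zero luminescence signal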
AI-2 QS modul: modulators of Vibrio harveyi AI-2 quorum sensing system | Vibrio harveyi JMH597 AI-2 luminescence/OD600 ratio, 9 h; hits give low values; strain lacks LuxN and CqsS sensors; 0 = neutral-control median | activity change, % at 7.5 µM | actives 0.4% (n = 300,000) | AID 2094; in the data active = activity change below about -75%, passing the limit was not always enough; inconclusive = no clear call, values can overlap the other calls;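 also: luminescence divided by OD600 gain over 9 h not by final OD600 alone; inactives centre near 13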
SKKanGAS inh: SKKanGAS growth inhibition. S. pyogenes SKKanGAS, kanamycin growth, BacTiter-Glo, 6 h. inhibition, % at 7.5 µM. actives 1.3% (n = 300,000). AID 1662;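 active = mean replicate score, as percent of positive control median, at least 50; inconclusive = mean below 50 but one replicate at or above 50; inactive = mean and every replicate below 50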;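 also: strain carries kanamycin resistance gene driven by streptokinase promoter and grows in 40 µg/ml kanamycin; loss of luminescence reflects streptokinase promoter inhibition or plain growth inhibition; 0% = median of DMSO wells and 100% = positive control at its reference dose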
IEC-6 cytotox: counter-screen for KLF5 inhibitors: cytotoxicity in IEC-6 cells; actives 0.78% (n = 290,000); IEC-6 cytotoxicity, luminescence viability; AID 1825; inhibition, % at 5 µM; in the data active = inhibition above about 22%;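 also: 0% = plate median of test compound wells and 100% = cytotoxic reference compound wells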
Numbers without * were called inactive; ? = inconclusive; . = not tested or not shown; & = joins results of further samples.

SMILES	HSP90 refold inh	KLF5 inhibitor	Platelet DG rel	HSF-1 act	HIF act	aSyn 5UTR inh	HSF1 inh	AI-2 QS modul	SKKanGAS inh	IEC-6 cytotox
NS(=O)(=O)c1ccc(NC(=O)CN2CCc3ccccc32)cc1	-1	-25	0	-18	0.6	20	0	7	3	-6
O=C(COC(=O)Cc1cccs1)Nc1ccc(F)c(F)c1F	-2	6	2	-6	0.8	-2	-7	11	3	-2
COC(=O)c1cc(OC)c(OC)cc1NC(=O)C(C)c1ccc([N+](=O)[O-])cc1 (stereo not given)	-3	-26	8	39	-0.1	17	6	3	-10	-5
CC1(C)CC2CC(C)(CN2S(=O)(=O)c2ccc(C(=O)Nc3ccc(Cl)c(S(=O)(=O)N4CCOCC4)c3)cc2)C1 (stereo not given)	2	4	-6	-4	-1.0	35	6	62	13	-3
O=C(CCCn1c(=O)oc2ccccc21)N1CCN(c2ccccn2)CC1	-1	-26	11	16	1.1	-7	4	33	3	-1
CS(=O)(=O)N(Cc1ccccc1)c1ccccc1C(=O)N1CCN(c2ccccc2)CC1	2	-6	-1	29	-0.2	18	2	10	-4	-4
COc1ccc(CC(=O)OCC(=O)Nc2ccc(C(=O)Nc3ccc(OC)cc3)cc2)cc1	-2	-11	0	16	1.3	-31	4	27	-17	-8
Cn1cc(-c2nnnn2-c2ccccc2)c(=O)c2ccccc21	-3	-18	-3	-5	-0.2	-33	-6	12	-3	-2
O=C(O)[C@H]1CCCC[C@H]1C(=O)Nc1ccc(S(=O)(=O)N2CCOCC2)cc1	1	-8	-3	-12	0.0	22	-6	9	-1	-2
CCC(NC(=S)NC1CCCCC1)c1ccccc1 (stereo not given)	-1	-13	3	-90	-0.1	19	-87*	-5	1	0
OC(C[n+]1ccccc1)c1ccccc1 (stereo not given)	-4	-10	1	-18	0.9	7	3	10	-3	-3
Cc1ccc(C2NC(=O)c3sc(=S)n(-c4ccccc4)c3N2)cc1 (stereo not given)	4	-26	23	-15	0.9	-5	-11	2	-1	2
Cc1ccccc1COC(=O)c1nn(-c2ccccc2)nc1N	1	15	-8	18	0.2	-20	7	0	24	4
CCOc1ccccc1C1C2=C(COC2=O)Nc2cc3c(cc21)OCO3 (stereo not given)	-4	63*	0	21	1.6	117*	-3	4	3	91*
CC1=CCC(C(=O)O)C(C(=O)Nc2cccnc2)C1 (stereo not given)	-1	-28	5	10	-0.3	0	0	-3	6	-2
CCC(C(=O)NCCCN1CCCCCC1)n1nc(C)c2sc3ccccc3c2c1=O (stereo not given)	0	-5	6	-28	-0.2	-11	-6	-3	-2	5
CCOc1ccc(NC(=O)CN(C)C(=O)c2cc(S(=O)(=O)N3CCCCCC3)ccc2OC)cc1OCC	.	.	11	-19	-0.1	5	-3	23	-3	.
Cc1cc(C(=O)N2CCN(S(=O)(=O)c3ccccc3F)CC2)c(C)o1	0	-3	0	-2	0.1	1	7	26	5	4
CC(C)(C)N(Cc1ccccc1)C(=O)COC(=O)CN1C(=O)C2CC=CCC2C1=O (stereo not given)	2	-29	1	7	0.2	11	-1	11	20	0
CCOc1ccc(-n2cnnn2)cc1S(=O)(=O)Nc1c(C)cccc1C	2	-3	-4	1	0.1	14	-3	20	4	7
Cc1cc(Oc2ccccc2)nc(SCC(=O)Nc2ccc(Cl)c(Cl)c2)n1	-3	-26	-3	7	-0.1	23	0	-8	38	1
C/C(=N\NC(=O)c1ccc(Cl)cc1)c1ccc(Br)s1	1	-17	0	10	2.4	17	5	19	36	18
CC(=O)c1ccc(N2CCN(C(=O)Nc3cccc(F)c3)CC2)cc1	2	-41	13	5	0.6	-2	7	24	-13	-4
CC(C)CCN1CC(C(=O)NCc2ccc(F)cc2)CC1=O (stereo not given)	1	-37	-6	12	-0.1	-4	-6	16	16	0
CC1=C(C(=O)N2CCOCC2)C(c2ccccc2F)C2=C(CCCC2=O)N1 (stereo not given)	4	-25	-3	-1	0.0	1	-7	15	5	-1

New compounds follow:
SMILES	HSP90 refold inh	KLF5 inhibitor	Platelet DG rel	HSF-1 act	HIF act	aSyn 5UTR inh	HSF1 inh	AI-2 QS modul	SKKanGAS inh	IEC-6 cytotox
CCOc1cc2c(cc1OCC)C(c1ccc(OC)cc1)N(c1ccccc1)C(=O)C2 (stereo not given)	2	-4	-22	-90	-0.4	35	-85*	16	-2	-5
CC(C)CC(c1nnnn1CC1CCCO1)N1CCN(c2nc3ccccc3s2)CC1 (stereo not given)	1	-19	5	-6	-0.9	35	0	19	4	-1
CCOC(=O)c1c(C)oc(NC(=O)CCl)c1C(=O)OCC	2	-7	-10	-2	-0.4	-1	3	13	16	1
O=C(Nc1nc2ccccc2s1)C1CCN(S(=O)(=O)c2cc([N+](=O)[O-])ccc2Cl)CC1	16	3	1	-13	0.7	-81	-4	43	25	0
Cn1c(=O)cc(OCCCC(=O)N2CCN(c3ccccn3)CC2)c2ccccc21	0	-15	4	1	-0.2	-13	2	15	0	1
Cc1ccc(NC2CC(=O)N(c3ccc(C)cc3)C2=O)cc1 (stereo not given)	-5	-16	-2	-8	0.1	4	-1	6	18	-2
O=C(O)c1ccc(N(Cc2ccccc2)S(=O)(=O)c2ccccc2)cc1	-5&-5	-36&-21	5&3	?	-0.3&-15	6&2	3&7	12&24	-1&0	-7&0
O=C(CS(=O)(=O)c1ccccc1)c1ccc2c(c1)OCCO2	3	-10	-1	39	2.6	-132	21	22	7	-2
O=C(c1ccccc1-c1ncc[nH]1)N1CCCC(Nc2ccc(F)cc2)C1 (stereo not given)	-5	-4	0	-16	-0.2	-14	-2	13	1	0
CCOC(=O)COc1ccc(C(=O)CC)cc1OC	1	-11	3	-1	0.1	3	-8	14	4	-3
O=C(NCC(c1ccco1)N1CCOCC1)C1CCCCC1 (stereo not given)	.	.	.	-3	0.1	-2	-4	8	1	.
O=S(=O)(c1ccc(NC(=S)Nc2ccc3c(c2)OCO3)cc1)N1CCOCC1	2	-33	5	8	2.6	-227	3	28	-3	22
O=C(CSc1nc2ccccc2o1)N1N=C(c2cccs2)CC1c1ccc(F)cc1 (stereo not given)	4	-10	3	23	-0.3	19	2	22	14	0
CN1CCN(c2ccc(C(=O)c3ccc(Br)cc3)cc2[N+](=O)[O-])CC1	1	20	3	8	0.3	-5	9	9	1	-2
C=CCSc1ccsc1C(=O)O	-1	8	0	-4	0.2	3	-3	43	-2	4
S=c1[nH]nc(-c2ccco2)n1/N=C/c1cccc(Cl)c1	-1	-19	-2	-8	0.1	13	-7	0	23	0
Cc1cc(O)cc(C)c1NS(=O)(=O)c1ccc2ccccc2c1	1	7	-3	4	-2.0	20	3	10	0	6
CC(C)C(=O)NNC(=O)CN1CCN(c2nc(-c3ccccc3)cs2)CC1	-4	-32	-1	14	0.4	-8	13	3	-10	1
CC1CC(=O)N(CC(=O)Nc2ccc3c(c2)OCCO3)c2ccccc2S1 (stereo not given)	-2	-47	-6	15	-0.5	16	1	-9	-15	-4
Cc1ccc(/C=N/Nc2ccccn2)s1	-1	-124	4	40	1.6	-149	26	-7	-4	2
Fc1ccccc1CNc1ncnc2sccc12	-2	4	-5	-4	0.2	4	-1	-11	3	16
COc1cc2nc(CN(C)Cc3ccc(F)cc3)[nH]c(=O)c2cc1OC	3	-15	1	20	0.0	7	4	20	16	2
Cc1cc(C)c(S(=O)(=O)NCC(=O)NCc2ccco2)c(C)c1	1	-27	-4	-8	0.0	22	-8	22	-3	0
Cc1onc(-c2c(Cl)cccc2Cl)c1C(=O)NCCN1CCOCC1	4	-2	-4	0	-0.7	27	-2	15	-4	1
CCCN1CCN(CCCNC(=O)CCCn2nc(C)c3sc4ccccc4c3c2=O)CC1	-6	-30	-2	8	-0.5	-3	0	25	-1	-2

Continuation.
SMILES	HSP90 refold inh	KLF5 inhibitor	Platelet DG rel	HSF-1 act	HIF act	aSyn 5UTR inh	HSF1 inh	AI-2 QS modul	SKKanGAS inh	IEC-6 cytotox
Cc1cc(N2CCCC2=O)cc(C)c1S(=O)(=O)NCCOc1ccccc1	5	-5	6	16	0.2	-10	-1	20	-14	-3
O=C(NCCc1nc2ccccc2[nH]1)c1ccc(Br)o1	-4	4	17	33	-1.5	-3	0	.	7	3
Cc1cccc(-c2ccc(NC(=O)C3CCN(CC4CC4)CC3)cc2)c1	-2	-60	3	-1	-1.5	-23	-1	16	3	-7
COc1ccccc1C(=O)NCC(=O)OCC(=O)c1ccc2c(c1)-c1ccccc1C2	-5	-22	20	8	0.5	25	4	6	7	2
CCOC(=O)C1CCCN(C(=O)C(=O)c2cn(CC(=O)N3CCOCC3)c3ccccc23)C1 (stereo not given)	-2	-25	-3	-3	-0.1	2	10	-3	0	-4
NC(=O)CSc1nc2ccccc2n1Cc1ccccc1	-4	10	-8	12	-0.6	27	11	9	-6	-4
CCOC(=O)C1CCN(S(=O)(=O)c2cccc(-c3csc(C)n3)c2)CC1	-1	-22	-2	18	-0.4	15	1	15	-19	2
CCOC(=O)C1=C(CSc2nccn2C)NC(=O)NC1c1cc(C)ccc1C (stereo not given)	1	-24	3	-32	0.0	21	-13	12	-3	-4
O=C(CNc1ccc2ccccc2c1)N/N=C/c1ccc(C(=O)O)cc1	0	-36	-1	?	-0.1	-12	13	13	0	1
O=C(c1ccco1)N1CCN(C2CC(=O)N(c3ccc(C(F)(F)F)cc3)C2=O)CC1 (stereo not given)	-1	-15	-42	-1	-0.4	-8	-5	-6	-10	-7
COc1ccc(/C=C2\SC(=S)N(C(Cc3ccccc3)C(=O)O)C2=O)cc1 (stereo not given)	5	-38	18	6	-0.4	-8	3	22	9	10
Cc1cc(NC(=O)CSc2nncn2-c2ccccc2)no1	-3	-23	0	-10	0.0	-10	0	19	-1	-2
COc1ccc(-c2c(-c3ccsc3)oc3ccc(N4CCOCC4)cc23)cn1	.	.	0	-8	0.8	-22	1	38	27	.
COc1cccc(C2CC(c3cccs3)=NN2S(C)(=O)=O)c1OC (stereo not given)	-1	15	-2	.	0.1	-10	.	11	0	-5
CCN(CC(=O)Nc1ccc2c(c1)OCCO2)C(=O)C1CC(=O)N(c2ccc(OC)cc2OC)C1 (stereo not given)	.	.	13	-28	1.0	2	-3	6	-3	.
O=C(Nc1cnc2ccccc2c1)c1ccncc1	1	-152	11	22	1.5	-110	12	41	6	-7
CC(=O)c1ccc(NC(=O)CSc2nnc(NC(=O)c3ccco3)s2)cc1	-4	-93	8	-6	1.4	-12	6	22	.	-1
COc1ccc(N2CCN(c3nc4c(C)cccn4c(=O)c3C=C(C#N)C#N)CC2)cc1	2	-1	-4	-1	0.6	-7	-6	6	-5	0
CCc1cc(Cn2nc(-c3ccccc3)cc2C(=O)NCCOC)on1	.	.	-4	-4	1.1	4	0	14	0	.
CCN(CC(=O)Nc1ccc(OC)cc1)C(=O)CSCC(=O)Nc1ccc(C)cc1	-2	-33	-2	-8	-0.2	16	-7	10	-6	-5
O=S(=O)(c1ccc(-c2n[nH]c(=S)o2)cc1)N1CCCC1	-1	-20	-14	-2	-0.1	-4	-1	20	3	2
